Assay outcomes from PubChem BioAssay.
GSIS activator: GLuc luminescence reporter in INS-1E cells, primary screen for activators of glucose-dependent secretion of insulin; 370,000 compounds, 0.61% hits; activation, % at 16.6 µM; INS-1E GLuc reporter insulin secretion, 2-3 h; AID 743287;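 active means lowest replicate activation of at least 40%, so every replicate reaches that level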;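 further: 0% = median of neutral control wells and 100% = median of IBMX positive control wells; some compounds called inactive have numbers as strong as hits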
EWS-Fli inh: inhibitors of EWS/Fli oncoprotein transcriptional activity; 350,000 compounds, 0.67% hits; inhibition, % at 12.6 µM; A673 NR0B1-luciferase reporter, viability-normalised;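 active means mean inhibition of at least 50% after viability correction, with every replicate also passing that limit; inconclusive means mean reaches 50% but only one of two replicates passes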;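 further: firefly luciferase signal divided by Alamar Blue viability fluorescence both relative to DMSO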
CFTR F508del cor: correctors of CFTR F508del function in bronchial epithelial cells; 350,000 compounds, 0.36% hits; CFBE cells, YFP halide quenching; stimulated with forskolin plus potentiator P3; % fluorescence drop versus neutral controls; activity (quench increase), % at 7.58 µM;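 active means mean added fluorescence quench of at least 8% versus neutral control, with both replicates also reaching 8%; inconclusive means only one of the mean or replicate conditions met; inactive means mean below 8% and not both replicates reaching 8%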;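 further: cells transiently co-express mutant CFTR-F508del with the halide-sensitive YFP; corrector assay measuring rescue of mutant channel to the surface after 24 h compound exposure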
XiGFP reactiv: X-chromosome reactivation activator. AID 743238. activation, % at 7.58 µM. 360,000 compounds, 0.055% hits. XiGFP mouse fibroblasts, % GFP-positive cells imaging, 3 d; cells co-treated with 5-aza-dC sensitizer; scaled so ellipticine positive control = 100%;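 active means mean normalized replicate activation at least 10% and every replicate at or above 10%; inconclusive means only one of the two criteria met; inactive means mean below 10% and not all replicates reach 10%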;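 further: 0% = median of on-plate neutral control wells and 100% = ellipticine 6 µM median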
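Material: XiGFP fibroblasts, SV40-immortalized. Buffer or medium: DMEM plus 5-aza-dC sensitizer. Compound: single concentration per compound, delivered by pin transfer. Times: 3 days compound exposure. Controls: ellipticine 6 µM.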
ARNT TACC3 PPI: disrupts binding between human ARNT and TACC3; Q9Y6A5; AlphaScreen His-ARNT PAS-B/GST-TACC3 binding, luminescence; TACC3 fragment carries E629A point mutation; inhibition, % at 9.99 µM; 390,000 compounds, 0.66% hits;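 active means mean inhibition of replicates at least 50% and at least half of replicates each reaching 50%; inconclusive means half or more replicates reach 50% but mean below 50%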;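 further: 0% = complete ARNT plus TACC3 wells and 100% = ARNT alone without TACC3; many hits fall short of the cut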
PAX8 reporter: lowers PAX8-driven luciferase in RMG-I cells. 360,000 compounds, 1.2% hits. inhibition, % at 12.6 µM. RMG-I TPO-luciferase reporter, SteadyGlo, 24 h;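 active means mean replicate inhibition at least 60% with every replicate also reaching 60%; inconclusive means only one of the two criteria is met; inactive means mean below 60% and not all replicates reaching 60%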;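 further: luciferase light reporting Pax8 driven TPO promoter activity; plate controls were median of neutral control wells for no effect and mitoxantrone controls for full effect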
ERp5 inh: inhibitors of human ERp5. Q15084. ERp5 insulin aggregation, absorbance 650 nm, 90 min. inhibition, % at 9.99 µM. 350,000 compounds, 0.05% hits;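 active means mean replicate inhibition above about 25%, with every replicate also reaching it, limit read from the data, passing the limit was not always enough; inconclusive means only one of those two criteria met; inactive means neither criterion met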
Target sequence (Q15084 whole entry, looked up): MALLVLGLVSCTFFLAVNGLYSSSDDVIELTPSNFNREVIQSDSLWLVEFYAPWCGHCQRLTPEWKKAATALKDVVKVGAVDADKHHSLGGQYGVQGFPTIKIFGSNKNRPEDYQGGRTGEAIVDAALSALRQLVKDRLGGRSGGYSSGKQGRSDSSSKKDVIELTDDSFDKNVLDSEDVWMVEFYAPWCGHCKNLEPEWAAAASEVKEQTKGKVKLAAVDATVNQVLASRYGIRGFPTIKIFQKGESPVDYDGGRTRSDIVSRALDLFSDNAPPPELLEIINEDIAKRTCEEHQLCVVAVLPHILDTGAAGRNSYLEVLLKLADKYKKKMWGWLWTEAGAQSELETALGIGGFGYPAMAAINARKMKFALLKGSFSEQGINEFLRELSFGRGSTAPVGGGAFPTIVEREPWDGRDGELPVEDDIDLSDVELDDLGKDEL
DENV2 CPE rescue: DENV2-induced cell death inhibition; DENV2-infected cells, cytopathic effect rescue, plate reader; CPE inhibition, % at 9.99 µM; 350,000 compounds, 1.7% hits; in the data active means CPE inhibition above about 20%, passing the limit was not always enough; inconclusive means no clear call, values can overlap the other calls; tested in BHK-21 cells;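 further: 0% = median of neutral control wells and 100% = median of positive control wells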
* marks the source's active call; other numbers are inactive results; ? = inconclusive; / = not tested or not shown.

no.	smiles	GSIS activator	EWS-Fli inh	CFTR F508del cor	XiGFP reactiv
1	O=C(C1CCC1)N1CC(=O)N2[C@@H](CO)[C@H](c3ccc(-c4ccccc4F)cc3)[C@@H]2C1	-2	-1	3.5	0.0
2	Nc1nc(N2CCN(c3ccccn3)CC2)nc2ccccc12	21	-122	1.1	0.0
3	CN1C(=O)c2cc(NC(=O)Cc3ccccc3)ccc2OC[C@@H]2O[C@@H](CC(=O)NCC3CC3)CC[C@H]21	-9	-9	-3.0	0.3
4	Cc1cc(C)c2c(CN3CCOCC3)cc(=O)oc2c1	/	-5	-0.3	0.0
5	CC(=NCCCn1ccnc1)c1c(C)[nH]n(-c2ccc([N+](=O)[O-])cc2)c1=O	3	-3	-1.5	0.3
6	CC1CCCCC1NC(=O)C1CCN(S(=O)(=O)c2cccc3nonc23)CC1 (stereo not drawn)	1	-4	-0.6	0.1
7	C/C=C/c1ccc([C@H]2[C@@H](C#N)N(C(=O)c3cccnc3)[C@H]2CO)cc1	2	-4	-3.8	0.0
8	COCCN(C(=O)CCC(=O)Nc1cc(C)on1)C(C(=O)NC(C)(C)C)c1ccccc1Cl (stereo not drawn)	-13	1	-0.5	0.0
9	CSc1cccc(CN2CCN(Cc3ccc(F)c(F)c3)C(CCO)C2)c1 (stereo not drawn)	-1	1	-2.9	0.2
10	CNC(=O)/C(C#N)=C/c1ccc(-c2nc3ccccc3s2)o1	-23	-114	1.9	0.0
11	COc1ccc(CP(=O)(c2ccccc2)c2ccccc2)cc1	11	6	0.0	0.1
12	NS(=O)(=O)c1ccc(CNC(=S)NCc2ccc(F)cc2)cc1	-3	/	4.3	0.5
13	COc1ccc(OC)c(/C=N\NC(=O)c2c(C)nc3cc(C)ccn23)c1	4	-6	-9.0	0.0
14	O=[N+]([O-])c1ccc(Cl)cc1CNc1ccc(F)c(F)c1	-7	-17	/	0.6
15	C=C(C)CSc1nc(N)c2c3c(sc2n1)CCC3	-22	-99	-3.2	/

no.	ARNT TACC3 PPI	PAX8 reporter	ERp5 inh	DENV2 CPE rescue
1	/	-16	-3	1
2	-3	-145	1	3
3	2	-3	11	?
4	-2	-3	3	3
5	42	6	0	9
6	-2	4	4	9
7	-5	-4	-1	?
8	/	23	1	0
9	3	3	-2	/
10	/	-76	5	6
11	-11	-7	-6	1
12	-5	2	-10	3
13	2	21	2	14
14	-3	-8	/	/
15	22	/	0	-3

The listing continues:
no.	smiles	GSIS activator	EWS-Fli inh	CFTR F508del cor	XiGFP reactiv
16	O=C(O)Cc1sc(-c2ccc(C(=O)O)cc2)nc1-c1ccccc1	6	1	0.5	0.0
17	O=C(OCc1cccc(C(F)(F)F)c1)c1cc([N+](=O)[O-])ccc1N1CCOCC1	-17	10	2.6	0.3
18	Cc1cccc(N2CCN(C(=O)CCc3nc4ccccc4c(=O)[nH]3)CC2)c1C	/	12	-3.4	0.0
19	NCCC(=O)N1c2ccccc2Sc2ccccc21	-18	-7	1.2	0.0
20	Cc1cccc(Cn2nc(C(C)(C)C)cc2C(=O)N2CCOCC2)c1	1	-3	0.9	0.1
21	CN1CCN(C(=O)c2cc3c(s2)-c2ccccc2S(=O)(=O)C3)CC1	/	-8	3.2	-0.1
22	O=C(Nc1cc(F)ccc1F)N1CC(=O)N2[C@H](CO)[C@H](c3ccc(C#CC4CCCCC4)cc3)[C@H]2C1	-17	-5	3.4	0.3
23	C[C@H]1CCCCO[C@@H](CN(C)C(=O)Nc2ccc(F)cc2)[C@@H](C)CN([C@@H](C)CO)C(=O)c2cc(NS(C)(=O)=O)ccc2O1	1	2	3.1	0.2
24	Fc1ccccc1N1CCN(CC2CCCCC2)CC1	10	-1	1.8	0.0
25	CCc1cc(C(=O)N2CCN(c3ccccn3)CC2)sc1C	0	5	-2.1	0.1
26	CCc1noc(C)c1C(=O)OCC(=O)NC(=O)c1ccccc1OC	1	-2	-0.8	0.5
27	CN1C[C@H]2[C@@H](c3ccccc31)[C@H](CO)N2C(=O)Nc1ccccc1	6	4	-1.0	0.2
28	CCOC(=O)C(C)Sc1nnc(Cc2cc(=O)[nH]c(=O)[nH]2)n1-c1ccc(OCC)cc1 (stereo not drawn)	5	2	-3.5	0.1
29	CO[C@@H]1CN(C)C(=O)c2ccc(NC(=O)c3cccc(F)c3)cc2OC[C@@H](C)N(CC2CC2)C[C@@H]1C	1	3	0.9	-0.3
30	COc1ccc(C(=O)NCC(=O)N2CCCCC2)cc1OC	4	-7	-1.8	0.0

no.	ARNT TACC3 PPI	PAX8 reporter	ERp5 inh	DENV2 CPE rescue
16	/	8	-1	0
17	3	9	7	-3
18	2	/	1	-7
19	-19	20	6	2
20	-2	-4	2	7
21	0	-15	-2	1
22	/	-17	5	12
23	-7	0	3	1
24	-5	25	-2	-1
25	-9	7	1	3
26	/	2	1	5
27	-10	-10	/	/
28	4	-2	-3	-2
29	0	-2	6	0
30	-3	-8	-1	/

(listing goes on)
no.	smiles	GSIS activator	EWS-Fli inh	CFTR F508del cor	XiGFP reactiv
31	C[C@@H]1CCCCO[C@@H](CN(C)CC2CC2)[C@H](C)CN([C@H](C)CO)C(=O)c2cc(NS(=O)(=O)c3ccccc3)ccc2O1	-1	/	-1.5	0.0
32	Cc1noc(C)c1NC(=O)Nc1ccc2c(c1)CC(=O)N([C@H](C)CO)C[C@@H](C)[C@H](CN(C)S(=O)(=O)c1cn(C)cn1)O2	19	3	-5.7	-0.7
33	Cc1nc([N+](=O)[O-])c(C(=O)OCc2cccc(Br)c2)n1C	-2	-27	-0.4	0.0
34	CC#CCOC(=O)c1c(C)nc2sc3c(c2c1N)CCC(O)C3 (stereo not drawn)	/	-15	-2.3	0.1
35	O=c1[nH]c(C(F)(F)F)nc2c1nc1n2CCC1	/	1	1.0	0.0
36	COc1ccc(OC)c(-n2c(-c3ccc(O)cc3O)n[nH]c2=S)c1	10	-2	-1.5	0.2
37	COC(=O)CCCC(=O)N(C)CC1CCCN(CCc2ccccc2C)C1 (stereo not drawn)	3	2	0.3	0.0
38	O=C(Cn1cnc2c(nnn2Cc2ccc(Cl)cc2)c1=O)OCc1ccccc1	10	/	/	/
39	COc1ccc(C)cc1NC(=O)c1nn(C)c(C(=O)Nc2cc(C)ccc2OC)c1[N+](=O)[O-]	10	7	-0.9	0.1
40	CC1CCN(C(=O)CN(Cc2ccccc2)S(C)(=O)=O)CC1	11	10	-0.6	0.1
41	C[C@@H]1CN([C@@H](C)CO)S(=O)(=O)c2ccc(-c3ccc(F)cc3)cc2O[C@H]1CN(C)CC1CC1	/	13	3.2	/
42	COc1ccc(OC)c(C(O)c2ncc(-c3cccc4ccccc34)[nH]2)c1 (stereo not drawn)	/	2	2.1	0.1
43	C[C@H](CO)N1C[C@H](C)[C@@H](CN(C)S(=O)(=O)c2cccs2)Oc2ccc(NC(=O)Nc3cccc4ccccc34)cc2C1=O	1	14	-3.3	0.1
44	Fc1cccc(CSc2nc3ncc(Cl)cc3[nH]2)c1	/	-23	-0.2	0.1
45	Cc1noc(C)c1S(=O)(=O)Nc1ccc2c(c1)C(=O)N([C@@H](C)CO)C[C@@H](C)[C@H](CN(C)S(=O)(=O)c1ccc(F)cc1)O2	-1	5	0.3	-0.1

no.	ARNT TACC3 PPI	PAX8 reporter	ERp5 inh	DENV2 CPE rescue
31	1	4	14	-2
32	-9	6	/	5
33	1	-13	-4	0
34	1	-48	5	4
35	/	-11	0	3
36	10	-9	4	20
37	1	14	-3	2
38	-8	/	10	6
39	-3	8	0	-1
40	-3	5	0	-2
41	12	7	-10	-6
42	/	-16	5	5
43	23	/	2	?
44	/	-8	5	5
45	/	/	6	0

Next section:
no.	smiles	GSIS activator	EWS-Fli inh	CFTR F508del cor	XiGFP reactiv
46	Cc1ccc(S(=O)(=O)N(C)C[C@@H]2OCCCC[C@@H](C)Oc3ccc(NC(=O)c4ccncc4)cc3C(=O)N([C@H](C)CO)C[C@@H]2C)cc1	3	-8	-0.7	0.0
47	COc1ccc(SC[C@H](C)CN2CC[C@H](C)CCC2=O)cc1	-2	-2	-2.6	0.4
48	Cc1ccc(C(=O)N2CCN(C34CC5CC(CC(C5)C3)C4)CC2)o1	-29	/	-3.2	2.7
49	Cc1ccc(S(=O)(=O)NN=Cc2ccc(N3CCOCC3)cc2)cc1[N+](=O)[O-]	7	-2	0.4	0.4
50	COc1cccc(CCNC(=O)c2ccc(C#N)cc2)c1	-1	5	-0.3	0.0
51	Cc1ccc(Cl)cc1NC(=O)CC1NC2CCCCC2NC1=O (stereo not drawn)	3	-1	-0.6	0.0
52	CC1CCCCN1S(=O)(=O)c1cccc(S(=O)(=O)N2CCOCC2)c1 (stereo not drawn)	3	5	2.4	0.4
53	CCc1nnc(NS(=O)(=O)c2ccc(NCc3cc(Cl)ccc3O)cc2)s1	-5	6	-1.4	0.0
54	Cn1c(=O)c(-c2ccccc2)c(O)c2ccccc21	-4	-7	3.4	0.0
55	O=C(Nc1ccc(OCc2ccccc2)cc1)c1cccs1	-5	-96	-0.8	0.0

no.	ARNT TACC3 PPI	PAX8 reporter	ERp5 inh	DENV2 CPE rescue
46	-7	-29	-5	12
47	-1	-11	-1	?
48	3	2	4	12
49	4	3	0	2
50	11	-20	2	-8
51	-12	0	8	?
52	1	7	6	-5
53	-25	-3	4	-6
54	-3	2	2	-1
55	-7	-94	-3	-1

Copied from above: nos. 50–52
no.	smiles	GSIS activator	EWS-Fli inh	CFTR F508del cor	XiGFP reactiv
50	COc1cccc(CCNC(=O)c2ccc(C#N)cc2)c1	-1	5	-0.3	0.0
51	Cc1ccc(Cl)cc1NC(=O)CC1NC2CCCCC2NC1=O (stereo not drawn)	3	-1	-0.6	0.0
52	CC1CCCCN1S(=O)(=O)c1cccc(S(=O)(=O)N2CCOCC2)c1 (stereo not drawn)	3	5	2.4	0.4

no.	ARNT TACC3 PPI	PAX8 reporter	ERp5 inh	DENV2 CPE rescue
50	11	-20	2	-8
51	-12	0	8	?
52	1	7	6	-5
